Assay outcomes deposited in PubChem by National Center for Advancing Translational Sciences (NCATS).
ATXN viability: viability counter-screen for ATXN expression inhibitors | S2 cells (HEK-293 line with an ATXN2-luciferase reporter) viability, CellTiter-Fluor protease fluorescence, 24 h | Potency, µM (highest dose often 56.7 µM), most hits filed as cytotoxic | hit rate 0.49% among 400,000 | AID 651635; note: potency is the fitted concentration of half-maximal effect; nearly all actives have a fitted effect of over 40% in size
TGFb SMAD3 inh: TGF-b pathway inhibition. AID 588855. HepG2 CAGA-GFP TGF-b/SMAD3 reporter, GFP fluorescence, 18 h; TGF-beta stimulated, 500 pg/mL final. Potency, µM (series often up to 46.1 µM), for the others: at the highest dose activity, negative = inhibition, most hits filed as inhibitors. hit rate 1.2% among 410,000; note: potency is the fitted concentration of half-maximal effect; % is set by controls: 0 for no effect and ±100 for the full control effect; nearly all actives have a fitted effect of over 65% in size
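HEPG2 CAGA-GFP reporter cells (1000/well, DMEM with 1% FBS) received compounds, then recombinant TGF-beta at 500 pg/mL final for 18 hours at 37 degrees C. Per-cell GFP summed per well was normalised to unstimulated and stimulated DMSO controls before curve fitting.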
Nrf2 ARE act: activates Nrf2 signaling; AREc32 ARE-luciferase reporter (MCF7-derived line), luminescence, 24 h; Potency, µM (series often up to 46.1 µM), inactives show at the highest dose activation, hits mostly activators; hit rate 0.31% among 410,000; AID 624171; note: potency is the fitted concentration of half-maximal effect; % of control where 0% means no effect; nearly all actives have a fitted effect of over 65% in size
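Steps: seed AREc32_Fluc cells (1000/well, 5% FBS OPTI-MEM); incubate overnight at 37 deg C; add 23 nL compound; incubate 24 hr; add Steady-Glo; hold 30 min RT; read luminescence.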
Nrf2 inh: inhibitors of Nrf2 signaling; A549 ARE-Fluc reporter, luciferase luminescence, 18-24 h; Potency, µM (highest dose often 46 µM), for the others: at the top dose activity change, negative = inhibition, usual class: inhibitors; hit rate 2.1% among 360,000; AID 504444; note: potency is the fitted concentration of half-maximal effect; % is set by controls: 0 for no effect and ±100 for the full control effect; nearly all actives have a fitted effect of over 60% in size
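Reporter: ARE-Fluc in A549. Exposure: 18-24 h, 37 °C, 5% CO2, 5% FBS OPTI-MEM. Readouts: fluorescent cytotoxicity (CellTiter-Fluor), then luminescent Nrf2 signal after BugLite.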
pAkt inh: blocks phosphorylation of Akt; activity change, % for hits at 50 µM; hit rate 0.32% among 360,000; AID 651550; Neuro2A IGF-stimulated pAkt S473 HTRF, 20 min; active compounds read low; in the data active = activity change below about -80%; inconclusive = mostly about -51% to -80%; note: % is set by controls: 0 for no effect and ±100 for the full control effect
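Single-point screen (50 µM final compound) in Neuro2A cells stimulated 20 min with 6 nM IGF at 37 deg C. After lysis, Ser473-phosphorylated Akt read by HTRF (ex 330 nm, em 615/665 nm) as the 665/615 ratio.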
A549 tox: A549 cytotoxicity, counter-screen for Nrf2 inhibitors; A549 ARE-Fluc cells, CellTiter-Fluor viability, 18-24 h; Potency, µM (titrated, usually from 46 µM), inactives show at the highest dose activity change, negative = cytotoxicity, usual class: inhibitors; hit rate 0.16% among 390,000; AID 504648; note: potency is the fitted concentration of half-maximal effect; % is set by controls: 0 for no effect and ±100 for the full control effect
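A549 ARE_Fluc cells in 5% FBS OPTI-MEM were exposed to compounds in concentration-response for 18-24 h at 37 deg C. Viability was read by CellTiter-Fluor fluorescence (Ex 405/Em 525) after 30 min, before the luciferase read.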
HepG2 viability: kills HepG2 cells in TGF-b inhibitor counter-screen; HepG2 CAGA-GFP viability, ATP luminescence, 18 h; Potency, µM (doses to about 46.1 µM), for inactives: top-dose activity change, negative = cytotoxicity, most hits filed as cytotoxic; hit rate 0.76% among 410,000; note: potency is the fitted concentration of half-maximal effect; some results filed as inactive show a strong effect at the top dose
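CellTiter-Glo luminescence gave cytotoxicity after 18 hours at 37 degrees C. The cells were HepG2 CAGA-GFP in 1% FBS DMEM, stimulated with 500 pg/mL TGF-beta after compound addition. %Activity was normalised to no-cell wells (complete cell-killing) and DMSO (no toxicity), and curves were fitted and classified.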
CCT chaperon mod: cytosolic chaperonin activity modulation. purified chaperonin ATPase assay, HTRF ADP detection, 30 min. activity change, % (concentration not given with the values), hits read low. hit rate 0.3% among 360,000. AID 651819; in the data active = activity change below about -30%; note: % is set by controls: 0 for no effect and ±100 for the full control effect
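Enzyme 40 or 20 nM (batch-dependent) in Tris pH 7.4/KCl/MgCl2/DTT; cpd 76 uM single point; ATP 10 uM; 30 min 37 °C; Transcreener ADP HTRF detection, 30 min RT; ratio 665/615.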
MmCpn inh: blocks the Methanococcus maripaludis chaperonin Mm-Cpn; purified Mm-Cpn ATPase, ADP Transcreener TR-FRET; Potency, µM (top dose mostly 76.9 µM), without a hit: at the top dose activity, negative = inhibition, hits mostly inhibitors; hit rate 0.031% among 330,000; note: potency is the fitted concentration of half-maximal effect; % is set by controls: 0 for no effect and ±100 for the full control effect; nearly all actives have a fitted effect of over 80% in size
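Purified archaeal Mm-CPN (25nM final) preincubated 10 min at 37degC with compound, then 10uM ATP for 30 min at 37degC; ADP measured by HTRF Transcreener TR-FRET; buffer 30 mM TRIS pH 7.4, 100mM KCl, 5mM MgCl2, 1mM DTT.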
Active calls of the source: *; i = inactive; ? = inconclusive; / = not tested or not shown; [ ] = another dose, or the depositor's remark. Unless noted, calls come from the whole dose curve; as a rule, active = well fitted curve in the direction sought with a large enough effect; inconclusive = small, poorly fitted or top-dose-only effect, or another doubt; inactive = no such curve, though single readings can be large; an effect the other way counts as inactive or inconclusive.

#1 Cc1ccc(OCC(=O)N/N=C/c2cccnc2)cc1C
#2 CCN(CC)S(=O)(=O)c1ccc(C(=O)NCCSc2c(-c3ccc(F)cc3)[nH]c3ccccc23)cc1
#3 S=C(Nc1cccc(Br)c1)N1CCn2cccc2C1c1cccnc1 (configuration not stated)
#4 Cn1c(=O)c2c(nc(NCCCO)n2Cc2cccc(C(F)(F)F)c2)n(C)c1=O
#5 Cc1cccc(/C=N/NC(=O)c2cccc(NC(=O)c3ccccc3)c2)n1
#6 Cc1ccc(Cn2cccc2C2=NC(C)CO2)cc1 (configuration not stated)
#7 CN(CCCN1CCOCC1)C(=O)c1cc(COc2c(F)cccc2F)on1
#8 CCn1c(SCC(N)=O)nnc1-c1ccc2[nH]c(C)c(C)c2c1
compound no.,1,2,3,4,5,6,7,8
Nrf2 ARE act,0.3%,4.1%,4.7%,0.3%,3.7%,0.2%,-0.8%,0.2%
CCT chaperon mod,-0.1,/,-0.2,-5.0,-2.7,-1.9,2.0,-0.9
ATXN viability,i,i,i,i,?,i,i,i
A549 tox,1%,-3%,?,-1%,0%,-7%,7%,11%
Nrf2 inh,-4%,?,?,?,8%,?,5%,6%
TGFb SMAD3 inh,8%,?,?,0%,1%,4%,16%,-3%
HepG2 viability,4%,-14%,-1%,-10%,-1%,3%,9%,-3%
MmCpn inh,1%,/,-2%,-4%,2%,1%,-2%,0%
pAkt inh,i,/,i,i,i,i,i,i

#9 COc1ccccc1CNC(=O)COC(=O)c1ccco1
#10 Cc1cccc(OCC(=O)Nc2ccccc2N2CCCCC2)c1
#11 COc1ccc(C2=NC(C)(C)N(CC(=O)Nc3cc(OC)cc(OC)c3)C2=O)cc1
#12 COCCNC(=O)CN(C(=O)CCC(=O)Nc1ccccn1)c1ccccc1OC
#13 O=C1C(Cl)=C(Nc2ccccc2)C(=O)c2ccccc21
#14 CC(C)C(=O)Nc1cccc(S(=O)(=O)c2cccc(NC(=O)C(C)C)c2)c1
#15 COc1ccc(NC(=O)Cn2cnc3ccc(S(=O)(=O)N4CCC(C)CC4)cc3c2=O)c(OC)c1
#16 O=C(NCCSc1c[nH]c2ccccc12)c1ccccc1Cl
compound no.,9,10,11,12,13,14,15,16
Nrf2 ARE act,3.1%,0.3%,4.3%,0.1%,?,1.6%,-0.4%,1.1%
CCT chaperon mod,-6.9,1.5,/,-1.5,-1.9,0.9,/,/
ATXN viability,i,i,/,i,28µM*,i,i,i
A549 tox,16%,-18%,3%,-1%,-13%,-17%,4%,-12%
Nrf2 inh,4%,?,22%,-6%,-12%,21µM*,-4%,-12%[9.27 µM]
TGFb SMAD3 inh,-11%,?,/,-26%,4.5µM*,-16%,?,-9%
HepG2 viability,-11%,-25%,-2%,-5%,6.3µM*,-11%,-7%,-24%
MmCpn inh,-4%,0%,/,1%,-1%,-1%,/,/
pAkt inh,i,i,/,i,i,i,/,/

#17 O=C(c1ccc(C(=O)N2CCN(c3ccccc3F)CC2)nc1)N1CCN(c2ccccc2F)CC1
#18 COc1ccccc1N1CCN(C(=O)CCn2c(=O)[nH]c3ccccc3c2=O)CC1
#19 CCOC(=O)Nc1ccc2c(c1)N(C(=O)CCN1CCN(CCO)CC1)c1ccccc1S2
#20 Cc1ccc(S(=O)(=O)N2CCN(C(=O)c3ccc4nc[nH]c4c3)CC2)cc1
#21 COc1ccc(N2C(=O)N3[C@H](c4ccc(Br)cc4)[C@@H]4C(=O)N(C(C)(C)C)C(=O)[C@@H]4[C@]3(Cc3ccccc3)C2=O)cc1
#22 O=C(NCCc1ccc(Cl)cc1)C(=O)Nc1cc2c3c(c1)CC(=O)N3CCC2
#23 COc1ccc(NC(=O)c2ccc(NC3=NC4CS(=O)(=O)CC4S3)cc2)cc1 (configuration not stated)
#24 CC1=NOC(=O)/C1=C\c1ccc(-c2ccccc2Br)o1
compound no.,17,18,19,20,21,22,23,24
Nrf2 ARE act,0.1%,-1.1%,14%,0.0%,-0.6%,-0.5%,2.7%,6.6%
CCT chaperon mod,-2.5,1.8,1.1,1.9,-1.3,-0.5,-2.2,-1.8
ATXN viability,i,i,?,i,i,i,i,?
A549 tox,4%,-3%,-14%,-1%,1%,-3%,0%,0%
Nrf2 inh,6%,-15%,-6%,6%,-7%,?,13%,10%
TGFb SMAD3 inh,11%,-9%,-12%,0%,?,-2%,3%,?
HepG2 viability,10%,-1%,-11%,-1%,-36%,-23%,1%,-109%
MmCpn inh,0%,2%,/,0%,0%,0%,-3%,?
pAkt inh,i,i,-124%*,i,i,i,i,i

Laid out differently: results already given
No.	mol	Nrf2 ARE act	CCT chaperon mod	ATXN viability	A549 tox	Nrf2 inh	TGFb SMAD3 inh	HepG2 viability	MmCpn inh	pAkt inh
17	O=C(c1ccc(C(=O)N2CCN(c3ccccc3F)CC2)nc1)N1CCN(c2ccccc2F)CC1	0.1%	-2.5	i	4%	6%	11%	10%	0%	i
18	COc1ccccc1N1CCN(C(=O)CCn2c(=O)[nH]c3ccccc3c2=O)CC1	-1.1%	1.8	i	-3%	-15%	-9%	-1%	2%	i
19	CCOC(=O)Nc1ccc2c(c1)N(C(=O)CCN1CCN(CCO)CC1)c1ccccc1S2	14%	1.1	?	-14%	-6%	-12%	-11%	/	-124%*
20	Cc1ccc(S(=O)(=O)N2CCN(C(=O)c3ccc4nc[nH]c4c3)CC2)cc1	0.0%	1.9	i	-1%	6%	0%	-1%	0%	i
21	COc1ccc(N2C(=O)N3[C@H](c4ccc(Br)cc4)[C@@H]4C(=O)N(C(C)(C)C)C(=O)[C@@H]4[C@]3(Cc3ccccc3)C2=O)cc1	-0.6%	-1.3	i	1%	-7%	?	-36%	0%	i
22	O=C(NCCc1ccc(Cl)cc1)C(=O)Nc1cc2c3c(c1)CC(=O)N3CCC2	-0.5%	-0.5	i	-3%	?	-2%	-23%	0%	i
23	COc1ccc(NC(=O)c2ccc(NC3=NC4CS(=O)(=O)CC4S3)cc2)cc1 (configuration not stated)	2.7%	-2.2	i	0%	13%	3%	1%	-3%	i
24	CC1=NOC(=O)/C1=C\c1ccc(-c2ccccc2Br)o1	6.6%	-1.8	?	0%	10%	?	-109%	?	i

(next part)
#25 Cc1nn(C)c(C)c1C1C(C#N)=C(N)OC2=C1C(=O)CCC2 (configuration not stated)
#26 COc1ccc(NC(=O)Nc2ccon2)c(OC)c1
#27 CC(=O)C1=C(c2ccc(Cl)c(Cl)c2)N(C(C)=O)n2cnnc2S1
#28 COc1ccc(CCNC(=O)c2cc(=O)[nH]c3ccc(Br)cc23)cc1OC
#29 COC(=O)CSc1nc(N2CCCCC2)c2c(c1C#N)CCCC2
#30 COc1cccc(NC2=NC3(CCCCC3)N=C(N)N2)c1
#31 COc1cccc(CN2CCNC(=O)C2CC(=O)N(C)CC2CCOCC2)c1 (configuration not stated)
#32 Cn1c(OCc2ccc3c(c2)OCO3)nc2c1c(=O)n(Cc1ccc(Cl)c(Cl)c1)c(=O)n2C
compound no.,25,26,27,28,29,30,31,32
Nrf2 ARE act,0.1%,-0.4%,-0.7%,2.1%,-0.2%,-0.5%,-0.4%,-0.5%
CCT chaperon mod,-1.4,-1.4,/,-4.5,-1.9,-0.1,-2.0,1.4
ATXN viability,i,i,/,i,i,i,i,i
A549 tox,-12%,3%,?,-2%,2%,-1%,0%,0%
Nrf2 inh,-7%,6%,/,-1%,-3%,6%,0%,/
TGFb SMAD3 inh,16%,-7%,5.6µM*,-11%,?,8%,0%,-4%
HepG2 viability,38%,-11%,-94%,-18%,-57%,-18%,-14%,0%
MmCpn inh,-6%,-1%,/,-29%,-3%,2%,-2%,0%
pAkt inh,i,i,/,i,i,i,i,i

#33 Cc1ccc(N(C)S(=O)(=O)c2ccc3[nH]c(=O)ccc3c2)cc1
#34 Cc1cccc(NC(=S)N(CCc2nc3cc(C)c(C)cc3[nH]2)Cc2cccnc2)c1
#35 COc1ccccc1NS(=O)(=O)c1cccc(C(=O)N/N=C/c2ccccc2OCC(=O)O)c1
#36 O=[N+]([O-])c1nccn1CC(O)CO (configuration not stated)
#37 CN(C)CCCN(C(=O)CCOc1ccccc1)c1nc2c(F)cccc2s1
#38 COc1ccccc1/C=N/NC(=O)Cn1cnc([N+](=O)[O-])n1
#39 CCOP(=O)(OCC)C(NC(=O)Nc1ccc(Cl)cc1)C(N)=O (configuration not stated)
#40 CCc1ccccc1NC(=O)CCS(=O)(=O)c1ccc2c(c1)CCCN2C(C)=O
#41 Cc1ccc(-c2cc(C(F)F)nc3sc4c(=O)[nH]cnc4c23)cc1
#42 Cc1cccc(-c2nnc(SCC(=O)Nc3cc(C)on3)n2C)c1
compound no.,33,34,35,36,37,38,39,40,41,42
Nrf2 ARE act,0.1%,-0.3%,0.3%,0.1%,-3.6%,0.1%,-0.3%,-0.1%,2.4%,0.1%
CCT chaperon mod,/,2.8,1.4,0.3,-0.2,0.6,-4.3,-0.4,-1.5,-1.9
ATXN viability,i,i,i,i,/,i,i,i,i,i
A549 tox,4%,-4%,1%,/,?,0%,-11%,-1%,-2%,1%
Nrf2 inh,-1%,-8%,3%,/,?,?,-2%,10%,6%,6%
TGFb SMAD3 inh,2%,4%,1%,/,?,3%,-2%,7%,15%,2%
HepG2 viability,2%,-25%,6%,/,11µM*,4%,-1%,-3%,-3%,12%
MmCpn inh,/,3%,0%,/,-4%,1%,0%,2%,-15%,-1%
pAkt inh,/,i,i,i,i,i,i,i,i,i
